LAP4-GFP MLPCN – modulators of LAP4-GFP expression in yeast, primary screen, S. cerevisiae, multiplex flow cytometry, MLPCN library; 3 h; median GFP as percent of DMSO wells; GFP response vs DMSO, % at 10 µM; hit rate 0.34% among 320,000; AID 2023, 2009;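 active = GFP response vs DMSO above a set limit, about the screen mean plus 3 SD, cut at about 150% in these data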
procasp7 counter – procaspase-7 activators, primary screen, counter-screen for procaspase-3 activator project, biochemical, absorbance, HTS, human; Caspase-7 (Homo sapiens), P55210; activation, % at 8.5 µM; hit rate 0.093% among 330,000; recombinant procaspase-7, Ac-DEVD-pNA absorbance 405 nm; D23A/D198A/D206A triple mutant, cannot self-cleave; scale: DMSO 0, 5 µM enzyme 100;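 active = percent activation above the screen-wide mean plus 3 SD, cut at about 25% in these data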
Target sequence (P55210 whole entry D23A/D198A/D206A): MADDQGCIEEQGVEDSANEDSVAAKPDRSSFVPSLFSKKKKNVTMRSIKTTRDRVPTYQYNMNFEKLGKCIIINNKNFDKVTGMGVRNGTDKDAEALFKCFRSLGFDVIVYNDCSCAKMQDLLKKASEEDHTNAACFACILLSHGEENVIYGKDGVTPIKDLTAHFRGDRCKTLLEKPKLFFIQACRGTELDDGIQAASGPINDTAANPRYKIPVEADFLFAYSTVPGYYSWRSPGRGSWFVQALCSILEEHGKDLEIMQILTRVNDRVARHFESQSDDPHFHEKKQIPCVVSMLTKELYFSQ
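System: Uncleavable procaspase-7 mutant enzyme; Amount: 2 µM procaspase-7 mutant as dispensed; Schedule: 1 h compound preincubation, 2 h substrate cleavage, 25 °C; Measured by: 405 nm absorbance of p-nitroaniline; Evaluation: percent activation from buffer-corrected 0–120 min absorbance change; Control set: low DMSO alone, high DMSO plus 5 µM PC-7.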
CIT2 TOR yeast – modulators of CIT2-GFP expression in yeast, primary screen, S. cerevisiae, GFP fusion, multiplex flow cytometry, MLPCN library | hit rate 0.065% among 320,000 | S. cerevisiae CIT2-GFP strain, 3 h; 100 means same as DMSO wells | AID 2029, 2009 | GFP response vs DMSO, % at 10 µM;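 active = GFP response relative to DMSO above a set limit, near the screen mean plus 3 SD, cut at about 150% in these data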;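 also: ratio of well median GFP fluorescence to mean of DMSO wells on the plate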
procasp3 activ – activators of human procaspase-3 D3A mutant, primary screen, biochemical, absorbance, PC-3 D3A mutant, single concentration. Caspase-3 (Homo sapiens), P42574. recombinant procaspase-3 D3A, Ac-DEVD-pNA absorbance 405 nm. activation, % at 8.5 µM. hit rate 0.11% among 330,000;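 active = activation above the mean of all tested compounds plus 3 SD, cut at about 21% in these data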;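 also: 0% = DMSO alone and 100% = DMSO wells spiked with extra 5 µM PC-3 D3A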
Target sequence (P42574 whole entry D9A/D28A/D175A): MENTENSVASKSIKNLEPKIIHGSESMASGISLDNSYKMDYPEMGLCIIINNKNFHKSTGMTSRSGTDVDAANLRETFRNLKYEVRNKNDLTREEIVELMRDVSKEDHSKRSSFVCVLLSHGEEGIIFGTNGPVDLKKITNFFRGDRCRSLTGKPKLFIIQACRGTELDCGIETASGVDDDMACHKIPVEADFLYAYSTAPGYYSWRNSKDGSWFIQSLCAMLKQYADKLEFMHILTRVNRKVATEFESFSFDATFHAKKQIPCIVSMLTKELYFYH
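Technique: 405 nm absorbance of p-nitroaniline, reads at 0 and 120 min; Test system: Procaspase-3 D3A mutant; Incubation: 1 h enzyme-compound preincubation, then 2 h substrate reaction, 25 °C; Repeats: singlicate, each compound tested once; Benchmarks: low control DMSO wells, high control DMSO plus 5 µM PC-3 D3A.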
AGP1 TOR yeast – modulators of AGP1-GFP expression in yeast TOR pathway, primary screen, cell-based, multiplex flow cytometry, S. cerevisiae, MLPCN library; 3 h; GFP as percent of DMSO wells; GFP response vs DMSO, % at 10 µM; hit rate 0.02% among 320,000; AID 2066, 2009;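 active = GFP response relative to DMSO above a set limit, near screen average plus 3 SD, cut at about 150% in these data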;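 also: median GFP channel fluorescence of the gated AGP1 strain per well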
AHR activator – AHR activators, primary screen, cell-based, luminescence, luciferase reporter, human; AHR-responsive luciferase reporter cells; activation, % at 5 µM; AID 2796, 2010; hit rate 2.5% among 320,000; Aryl hydrocarbon receptor (Homo sapiens), P35869; in the data active = activation above about 47%;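 also: 0% = vehicle wells and 100% = reference agonist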
MEP2 TOR yeast – modulators of MEP2-GFP levels in yeast, primary screen, S. cerevisiae, multiplex flow cytometry, MLPCN library. S. cerevisiae MEP2-GFP strain, 3 h; 100% = DMSO control level. GFP response vs DMSO, % at 10 µM. hit rate 0.51% among 330,000;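 active = GFP response versus DMSO above a set limit, roughly screen mean plus 3 SD, cut at about 180% in these data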;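 also: median GFP fluorescence of the barcode-gated MEP2-GFP cells per well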
RPL19A-GFP yeast – RPL19A-GFP expression modulators in yeast, primary screen, cell-based, S. cerevisiae, multiplex flow cytometry, MLPCN; percent response vs DMSO, % at 10 µM; S. cerevisiae RPL19A-GFP strain, 3 h; hits give low values; hit rate 0.3% among 330,000;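 active = percent response vs DMSO below 50%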;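 also: median channel GFP fluorescence of the barcoded RPL19A-GFP strain; ratio of sample median GFP to plate DMSO average so 100% = DMSO; lower means less RPL19A-GFP as with rapamycin TOR inhibition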
* = called active by the depositor; . = no result given; [ ] = another dose, or the depositor's remark. Rows were taken by chance; about 3.5% have a hit in one of these screens.

no.	smiles	MEP2 TOR yeast	LAP4-GFP MLPCN	procasp7 counter	procasp3 activ	AGP1 TOR yeast	RPL19A-GFP yeast	AHR activator	CIT2 TOR yeast
1	O=[N+]([O-])c1cccc2ccc(/C=C/c3ccc(C(F)(F)F)cc3)nc12	103	92	-6	-5	88	96	82*	98
2	COc1ccccc1C(=O)NCC(=O)OCc1csc(-c2ccccc2)n1	96	89	-2	1	85	96	12	89
3	CCOC(=O)CSc1n[nH]c(NC(=O)NC(C)C)n1	100	100	8	-3	105	102	-2	102
4	COc1ccc(-c2nc(C)c(C(C)=O)n2O)cc1	101	106	8	7	104	97	18	94
5	O=C1CS/C(=C\[N+](=O)[O-])N1c1ccc(OC(F)(F)F)cc1	102	101	8	-3	100	104	5	97
6	COc1cccc(C(=O)c2c[nH]c(C(=O)NCCCN3CCOCC3)c2)c1	86	98	6	-2	90	92	-1	85
7	CCc1ccc(NC(=O)CS(=O)CC(=O)Nc2ccc(-n3cnnn3)c(C)c2)cc1 (stereo not drawn)	98	85	-2	-1	95	100	2	97
8	CNC(=O)C1CC(=O)N(CCc2ccc(OC)cc2)C(=Nc2ccc(OC)cc2)S1 (stereo not drawn)	105	99	10	2	101	97	2	93
9	Cc1ccccc1NC(=O)CSCc1nc(N)nc(Nc2ccccc2C)n1	127	102	4	3	26	98	3	102
10	CCOC(=O)CNC(=O)CN1C(=O)CCS(=O)(=O)c2ccccc21	101	102	10	-6	103	99	1	96
11	Cc1ccccc1NC(=O)C(=O)NCCCN1CCCC1=O	98	94	-1	4	86	88	6	80
12	O=CN1CCN(C(=S)Nc2ccc(OC(F)F)cc2)CC1	97	101	0	9	100	94	-1	97
13	O=C(NCCCn1ccnc1)c1cc(-c2cccs2)on1	102	110	1	4	101	98	143*	101
14	O=C(c1cc2cc(Cl)ccc2[nH]1)N1CCCCC1	96	97	-1	-3	93	98	1	86
15	CCS(=O)(=O)Nc1cccc(C2=NN(S(=O)(=O)c3ccc(F)cc3)C(c3cccs3)C2)c1 (stereo not drawn)	115	109	-1	4	116	109	2	120
16	N#Cc1c(-c2ccccc2)c(C#N)c2nc3ccccc3n2c1N	112	95	-12	5	48	104	27	102
17	CCc1ccc(NS(=O)(=O)c2c(C)nc3sc(CC)nn3c2=O)cc1	90	96	2	-1	99	96	-2	97
18	CCOC(=O)C(Sc1n[nH]c(N)n1)c1ccccc1 (stereo not drawn)	101	97	3	3	100	98	1	106
19	COc1ccc(Cl)cc1S(=O)(=O)N(C)CC(=O)NCc1ccccn1	108	111	3	-9	106	102	2	101
20	Cc1ccc(C(=O)COc2nc(C)nc3ccccc23)cc1	93	95	4	6	102	98	-1	102

Complete entries from above:
Cc1ccccc1NC(=O)C(=O)NCCCN1CCCC1=O in the list: MEP2 TOR yeast = 98; LAP4-GFP MLPCN = 94; procasp7 counter = -1; procasp3 activ = 4; AGP1 TOR yeast = 86; RPL19A-GFP yeast = 88; AHR activator = 6; CIT2 TOR yeast = 80
N#Cc1c(-c2ccccc2)c(C#N)c2nc3ccccc3n2c1N in the list: MEP2 TOR yeast = 112; LAP4-GFP MLPCN = 95; procasp7 counter = -12; procasp3 activ = 5; AGP1 TOR yeast = 48; RPL19A-GFP yeast = 104; AHR activator = 27; CIT2 TOR yeast = 102

Further structures.
no.	smiles	MEP2 TOR yeast	LAP4-GFP MLPCN	procasp7 counter	procasp3 activ	AGP1 TOR yeast	RPL19A-GFP yeast	AHR activator	CIT2 TOR yeast
21	CCOC(=O)C1=C(C)N=C2SC(C)C(=O)N2C1c1ccc(C(=O)OC)cc1 (stereo not drawn)	101	106	-14	-6	99	102	-3	91
22	CSc1ccc(/C=N/n2c(C)cc(C)cc2=O)cc1	101	102	-14	2	106	103	-5	105
23	CCN(CC)c1ccc(/C=N/N2CCN(c3ccccn3)CC2)cc1	103	144	-12	-7	114	102	2	111
24	CC12CCC(C(=O)NNc3ccccc3)(OC1=O)C2(C)C (stereo not drawn)	113	109	-1	1	100	98	6	92
25	O=c1[nH][nH]c(-c2ccccc2)c1C=Nc1ccc(Cl)cc1	99	102	10	-2	87	96	9	87
26	O=C(CNC(=O)c1ccc(Br)cc1)N/N=C/c1cccnc1	107	104	-5	-1	104	102	5	100
27	CCCOc1ccc(-c2nc(N3CCN(C)CC3)c3ccccc3n2)cc1	119	110	-4	7	101	114	16	104
28	COc1ccccc1N(C)S(=O)(=O)c1ccc(C(=O)NC2CCCCC2)cc1	98	98	0	-11	96	98	0	94
29	c1ccc(-c2csc(NC3=NCCCCC3)n2)cc1	109	99	4	-1	103	110	18	106
30	CCn1c(SCC(=O)Nc2ccc(OC)cc2)nc2nc3c(cc2c1=O)COC(C)(C)C3	97	104	10	1	101	94	29	94
31	COc1ccccc1CNC(=O)COC(=O)c1cccs1	94	96	-2	4	93	94	4	85
32	FC(F)(F)c1nnc2ccc(N3CCCCC3)nn12	102	107	-3	3	104	101	-3	97
33	CN1CCN(CC(O)(c2ccc(Cl)cc2)c2ccc(Cl)cc2)CC1	99	98	3	-2	92	96	3	91
34	O=C(CN(c1ccccc1)S(=O)(=O)c1ccc(F)cc1)NC1CCCCCC1	93	85	2	1	95	97	-1	96
35	CCCCOc1ccc(C(=O)NCC(=O)NCCOc2ccccc2)cc1	108	108	3	7	108	98	0	103
36	O=C(CN1C(=O)COc2ccccc21)Nc1ccc2c(c1)OCCO2	100	101	-2	3	106	99	2	106
37	CCOC(=O)C1=NN(C(=O)c2cccc(Br)c2)C(O)(C(C)(C)C)C1 (stereo not drawn)	97	101	1	2	102	98	1	95
38	Cc1ccc(C(=O)NNC(=O)CSc2nnc(-c3ccncc3)n2C)cc1	102	98	7	7	98	99	-1	104
39	N#C/C(=C/c1ccc(F)cc1)S(=O)(=O)c1ccccc1	86	106	-15	-8	86	99	2	72
40	O=C1C(Cl)=C(N2CCOCC2)C(=O)N1c1ccccc1F	108	93	-13	-10	97	106	0	101
41	Fc1ccccc1NC(=S)N1CCN(Cc2ccc3c(c2)OCO3)CC1	93	96	-8	-3	97	95	1	100
42	O=C(CCc1nc(-c2ccccc2Cl)no1)Nc1cccnc1	100	88	4	7	96	101	0	99
43	Cc1cnc(NC(=O)COc2cccc3c2OC(C)(C)C3)s1	103	110	-3	-5	103	101	5	93
44	N#Cc1ccc(OCC(O)CN2CCN(c3ncc(C(F)(F)F)cc3Cl)CC2)cc1 (stereo not drawn)	102	92	10	0	93	108	-4	97
45	CSc1nsc(SC)c1C(=O)OCC(F)(F)F	108	105	4	-2	100	101	5	105
46	O=C(O)CC(NC(=O)c1cccc(F)c1)c1ccc(OC2CCCC2)cc1 (stereo not drawn)	105	96	-2	-2	96	104	0	98
47	Cc1cccc(NC(=S)NCC23C=CC(O2)C2C(=O)N(c4ccc(Cl)cc4)C(=O)C23)c1 (stereo not drawn)	96	108	-36	-23	96	104	5	89
48	O=C(/C=C/c1ccco1)c1ccc(O)cc1	109	95	-17	-4	102	107	-2	108
49	C=CCN1C(=O)/C(=c2\sc3nc(=O)c(Cc4ccccc4)nn3c2=O)c2ccccc21	102	113	-14	-22	113	99	32	108
50	O=C(c1nc(SCc2ccc([N+](=O)[O-])cc2)n2ccccc12)C(F)(F)F	101	110	-11	-2	113	106	-3	105
51	COc1cccc(-n2ccnc2SCC(=O)N2CCc3ccccc32)c1	102	105	-13	-1	104	101	20	100
52	O=C(c1cccs1)N1CCCC(c2ccccc2)C1 (stereo not drawn)	83	95	11	-3	67	90	-2	71
53	O=C(CCc1ccccc1)NNC(=O)COc1ccc([N+](=O)[O-])cc1	101[may fluoresce green]	96[may fluoresce green]	-1	-1	103[may fluoresce green]	100[may fluoresce green]	2	104[may fluoresce green]
54	Cc1nnc(NC(=O)CN2CCN(Cc3c(Cl)cccc3Cl)CC2)s1	108	96	6	6	101	102	1	104
55	CCOCCCN1C(=O)C(=O)N(CC(=O)N2c3ccccc3NC(=O)CC2C)C1=O (stereo not drawn)	96	90	-5	4	92	89	0	92
56	COc1ccccc1N1CCN(C(=O)c2ccco2)CC1	103	98	3	10	99	99	-1	96
57	Cc1nc2sc(C(c3cccc(F)c3)N3CCN(C(=O)c4ccco4)CC3)c(O)n2n1 (stereo not drawn)	98	102	-6	0	97	98	0	93
58	NC(=O)c1sc2nc3c(c(-c4cccnc4)c2c1N)CCC3	94	94	-5	-1	94	96	0	98
59	CSc1ccccc1NC(=O)CN(C)CC(=O)Nc1ccccc1N1CCOCC1	100	100	4	-5	109	102	1	100
60	CC(=O)Nc1cccc(OCC(O)Cn2c(C)nc3ccccc32)c1 (stereo not drawn)	92	95	-1	-4	88	94	-2	.
61	CCC1CCCCN1CCCNC(=O)c1c(O)nc2ccccn2c1=O (stereo not drawn)	93	88	1	9	96	97	3	97
62	NC(=O)C1CCN(Cc2ccc(OCc3ccccc3)cc2)CC1	81	84	5	0	85	92	4	84
63	C[C@H]1CN([C@@H](C)CO)C(=O)c2cccc(NS(=O)(=O)c3ccc(Cl)cc3)c2O[C@@H]1CN(C)CC1CCCCC1	107	111	3	1	113	103	0	106
64	Cc1cc(C(=O)CSc2nncn2C)c(C)n1-c1ccccc1	110	98	-3	3	97	103	13	102
